WT yeast gro inh – growth inhibition of WT yeast, mitochondrial fusion screen | mitochondrial fusion phenotypic screen, WT strain | inhibition, % at 10 µM | 2.1% of 190,000 active | AID 1362; in the data active = inhibition above about 58%; tested in S. cerevisiae
Myeloid diff MLP – promotes myeloid progenitor differentiation. ER-HoxA9 myeloid progenitors, lysozyme-GFP differentiation, flow cytometry. calls only at 10 µM. 1% of 360,000 active. AID 624256;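 active = normalized GFP-positive differentiation at or above the plate's own cutoff, the solvent-only control mean plus 3 SD; inconclusive = no clear call, values can overlap the other calls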;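 note: cells exposed to compound for four days before flow analysis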
T cell modulator – T cell immune modulators affecting CD8 T cell-vesicle binding | 0.068% of 330,000 active | calls only at 7 µM | 2C CD8+ T cell-vesicle binding, flow cytometry; stronger effect = lower value | AID 2052;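 active = response, share of CD8 T cells binding vesicles, and their 90th percentile fluorescence all below set limits, cut at about 80% in these data, passing the limit was not always enough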
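Assay system: 2C TCR transgenic mouse naive CD8+ T cells, MACS-purified | Read-out: CD8+ gate FL2 mean fluorescence as % of same-row positive control | Signal: High-throughput flow cytometry with anti-B7-1 and anti-CD8 staining | Timing: Binding step 1.5 h, 37 °C, antibody labelling 20 min, ice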
Autophagy HCS – modulators of autophagy; 0.98% of 190,000 active; AID 463193; MEF GFP-LC3 puncta imaging; test concentration mostly 10 µM; calls only at 10 µM (by protocol);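 active = percentage of spot-positive cells more than 3 SD above its plate mean, without a fluorescence outlier flag or 80% toxicity; inconclusive = no clear call, values can overlap the other calls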;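 note: spot-positive cell cutoff set from DMSO-treated cells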
Ins promoter up – MIN6 insulin promoter up-regulation; MIN6 insulin promoter-GFP reporter, high-content imaging; stronger effect = higher value; z-score at 5 µM; 0.3% of 190,000 active;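 active = z-score above 3 at 5 µM with at least 500 cells counted in the well; inconclusive = wells under 500 cells, flagged as cytotoxic or low count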
Hep lipid drop – hepatic lipid droplet formation modulation. AML12 mouse hepatocytes, oleate lipid droplets, BODIPY imaging. inhibition, % at 6.5 µM. 0.4% of 240,000 active;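 active = lipid droplet intensity inhibited by at least 50%, with more than 500 cells counted; inconclusive = wells with under 300 cells, treated as cytotoxic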
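Assay system: AML12 hepatocytes (mouse) / Also added: 100 µM oleic acid challenge / Times: overnight treatment with compound plus oleate / Detection: high-content imaging of BODIPY-stained droplets and DAPI nuclei / Evaluation: % inhibition of lipid droplet signal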
b-catenin transl – alters nuclear translocation of beta-catenin in HeLa cells; 0.3% of 190,000 active; nuclear translocation activity, % at 5 µM; immunofluorescence imaging;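 active = nuclear translocation activity above 50% at 5 µM, with a well cell count of 50 or more; inconclusive = wells under 50 cells across six images, flagged as toxic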;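 note: per-cell ratio of nuclear to cytoplasmic median beta-catenin stain intensity; plate controls were DMSO negative control for no effect and GSK-3 inhibitor IX positive control for full effect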
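Signal – beta-catenin immunofluorescence imaging with DAPI · Test system – human HeLa cell line · Dosing – 5 µM primary single dose, 0.1% DMSO, 0.02–20 µM confirmation series · Measure – % activation, nuclear-to-cytoplasmic median beta-catenin signal ratio per cell · Incubation – 24 h compound exposure at 37°C, 5% CO2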
MT stabilizer – microtubule stabilization, imaging screen. HeLa tubulin immunostaining HCS, 24 h; share of cells brighter than vehicle mean+2SD. % tubulin-high responders, % at 10 µM. 0.83% of 200,000 active;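 active = plate Z-score above 3 for both tubulin-high and condensed-nucleus cell shares, with cell loss under 80%, at 10 µM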;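 note: anti alpha tubulin signal scored within the nucleus-defined area of each cell; some results filed as inactive read as strong as hits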
West Nile antiviral – West Nile virus antiviral activity, cell-based, CPE readout (AID 1621); West Nile virus-infected cells, CPE inhibition; higher % means a stronger effect; CPE inhibition, % at 10 µM, or IC50 in µM where a hit was titrated; 0.02% of 290,000 active; in the data active = a potency from the dose series; inconclusive = CPE inhibition mostly from about 3.7% at the one dose, without a potency; inactive = the rest, 99 in 100 with CPE inhibition below about 2.2%; note: strong numbers were not always called active
WT yeast gro inh mutant strain – second read-out of WT yeast gro inh, no call of its own (marks repeat the call); inhibition, %; mitochondrial fusion phenotypic screen, mutant strain inhibition
Ins promoter up cell count – also measured in Ins promoter up; calls as there; cell count; measured here: cytotoxicity, nuclei count;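 total cells summed across four imaged fields per well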
Hep lipid drop cells 6.5 µM – recorded beside Hep lipid drop, whose call it bears; cell count; measured here: cell count, cytotoxicity flag;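 cells counted across two imaged fields per well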
b-catenin transl cell count 5 µM – also measured in b-catenin transl; calls as there; cell count; measured here: cell count, cytotoxicity flag
T cell modulator vesicle-bound % – second read-out of T cell modulator, no call of its own (marks repeat the call); double positive events, %; measured here: CD8+ vesicle-bound cell fraction;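 binding gate set so that unloaded-vesicle control wells show 10% double positive cells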
MT stabilizer Hoechst-high % – further read-out of MT stabilizer, marked with its call; % Hoechst-high responders; measured here: nuclear condensation Hoechst responders;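 share of cells brighter than vehicle mean plus two SD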
MT stabilizer cytotoxicity % – second read-out of MT stabilizer, no call of its own (marks repeat the call); toxicity, %; measured here: cytotoxicity by cell density;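 0% = mean cell density of plate MIN control wells and 100% = no cells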
Autophagy HCS cell loss 18 h – recorded beside Autophagy HCS, whose call it bears; toxicity, %; measured here: cell loss, nuclei count;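 cell loss after 18 h compound exposure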
Myeloid diff MLP GFP+ MAC1+ % – further read-out of Myeloid diff MLP, marked with its call; GFP+ MAC1+ double positive, %; measured here: differentiation confirmed by MAC1 staining
Numbers without * were called inactive.

How did COc1ccc2nccc(C(N)=O)c2c1 do in these assays?
Myeloid diff MLP: inactive; T cell modulator: inactive; Ins promoter up: -0.39; Hep lipid drop: 14.4; b-catenin transl: -2.5; West Nile antiviral: 0.1%; Ins promoter up cell count: 1480; Hep lipid drop cells 6.5 µM: 745; b-catenin transl cell count 5 µM: 1182; T cell modulator vesicle-bound %: 28.5; Myeloid diff MLP GFP+ MAC1+ %: 0.4

Results for O=c1[nH]c2cc3c(cc2cc1CN(Cc1ccccc1)Cc1nnnn1Cc1ccco1)OCCO3 ?
WT yeast gro inh: -4.1; Autophagy HCS: inactive; Ins promoter up: -0.93; MT stabilizer: 1.1; West Nile antiviral: 0.2%; WT yeast gro inh mutant strain: -3.9; Ins promoter up cell count: 1062; MT stabilizer Hoechst-high %: 1.0; MT stabilizer cytotoxicity %: 10.2; Autophagy HCS cell loss 18 h: -3.0

How did COc1cc(NC(=O)C2CCN(c3cnccn3)CC2)cc(OC)c1OC do in these assays?
Myeloid diff MLP: inactive; T cell modulator: inactive; Hep lipid drop: -14.0; West Nile antiviral: 0.8%; Hep lipid drop cells 6.5 µM: 679; T cell modulator vesicle-bound %: 9.5; Myeloid diff MLP GFP+ MAC1+ %: 0.5

Results for CCOC(=O)C(NC(=O)CC)(Nc1nc2c(s1)CCCC2)C(F)(F)F (stereo unspecified) ?
WT yeast gro inh: 2.9; Myeloid diff MLP: inactive; T cell modulator: inactive; Autophagy HCS: inactive; Ins promoter up: -0.01; Hep lipid drop: -7.0; b-catenin transl: -1.9; MT stabilizer: 2.1; West Nile antiviral: -0.2%; WT yeast gro inh mutant strain: -6.0; Ins promoter up cell count: 1153; Hep lipid drop cells 6.5 µM: 734; b-catenin transl cell count 5 µM: 1285; T cell modulator vesicle-bound %: 40.2; MT stabilizer Hoechst-high %: 2.1; MT stabilizer cytotoxicity %: 7.7; Autophagy HCS cell loss 18 h: 1.2; Myeloid diff MLP GFP+ MAC1+ %: 0.3

Results for CCSC1=N/C(=C\c2ccccc2)C(=O)N1 ?
WT yeast gro inh: 19.0; Myeloid diff MLP: inactive; T cell modulator: inactive; Autophagy HCS: inactive; Ins promoter up: 0.32; Hep lipid drop: 6.0; b-catenin transl: -0.1; MT stabilizer: 3.4; West Nile antiviral: -0.1%; WT yeast gro inh mutant strain: 9.6; Ins promoter up cell count: 1325; Hep lipid drop cells 6.5 µM: 642; b-catenin transl cell count 5 µM: 934; T cell modulator vesicle-bound %: 48.5; MT stabilizer Hoechst-high %: 2.3; MT stabilizer cytotoxicity %: 8.4; Autophagy HCS cell loss 18 h: 17.8; Myeloid diff MLP GFP+ MAC1+ %: 0.1

What do the screens show for `N=c1c2c(ncn1CCN1CCOCC1)Oc1cc(O)ccc1C2c1ccccc1` (stereo unspecified)?
Myeloid diff MLP: inactive; T cell modulator: inactive; Ins promoter up: -0.05; Hep lipid drop: -3.2; b-catenin transl: 0.5; West Nile antiviral: 0.0%; Ins promoter up cell count: 1183; Hep lipid drop cells 6.5 µM: 729; b-catenin transl cell count 5 µM: 1232; T cell modulator vesicle-bound %: 37.0; Myeloid diff MLP GFP+ MAC1+ %: 0.4

Results for CCN(CC)S(=O)(=O)c1ccc(C(=O)OCC(=O)N2CCOCC2)cc1 ?
Myeloid diff MLP: inactive; T cell modulator: inactive; Hep lipid drop: 28.4; West Nile antiviral: -0.3%; Hep lipid drop cells 6.5 µM: 709; T cell modulator vesicle-bound %: 26.1; Myeloid diff MLP GFP+ MAC1+ %: 1.7

What do the screens show for `Nc1nonc1-n1nnc(C(=O)N/N=C/c2ccncc2)c1-c1cccs1`?
Myeloid diff MLP: inactive; T cell modulator: inactive; Hep lipid drop: -0.4; West Nile antiviral: 0.7%; Hep lipid drop cells 6.5 µM: 685; T cell modulator vesicle-bound %: 29.1; Myeloid diff MLP GFP+ MAC1+ %: 0.3

What do the screens show for `O=C(N/N=C/c1ccc([N+](=O)[O-])o1)C(=O)Nc1ccc(C(=O)O)cc1`?
Myeloid diff MLP: inactive; T cell modulator: inactive; Ins promoter up: -0.42; Hep lipid drop: -2.1; b-catenin transl: -1.5; West Nile antiviral: 0.3%; Ins promoter up cell count: 1371; Hep lipid drop cells 6.5 µM: 736; b-catenin transl cell count 5 µM: 1332; T cell modulator vesicle-bound %: 32.5; Myeloid diff MLP GFP+ MAC1+ %: 0.4

What do the screens show for `O=C(Nc1ccccc1C(=O)N1CCCC1)C1CCN(c2ncccn2)CC1`?
WT yeast gro inh: -5.9; Myeloid diff MLP: inactive; T cell modulator: inactive; Autophagy HCS: inactive; Ins promoter up: 0.34; b-catenin transl: -0.4; MT stabilizer: 2.6; West Nile antiviral: 1.0%; WT yeast gro inh mutant strain: 14.9; Ins promoter up cell count: 1462; b-catenin transl cell count 5 µM: 804; T cell modulator vesicle-bound %: 37.3; MT stabilizer Hoechst-high %: 1.6; MT stabilizer cytotoxicity %: 4.5; Autophagy HCS cell loss 18 h: 8.0; Myeloid diff MLP GFP+ MAC1+ %: 6.9

How did Cc1ccccc1N1CCN(Cc2cccc(C(=O)O)c2)CC1 do in these assays?
WT yeast gro inh: 5.1; Myeloid diff MLP: inactive; T cell modulator: inactive; Autophagy HCS: inactive; Ins promoter up: 0.23; b-catenin transl: -0.8; MT stabilizer: 6.0; West Nile antiviral: -0.4%; WT yeast gro inh mutant strain: -0.7; Ins promoter up cell count: 1294; b-catenin transl cell count 5 µM: 1122; T cell modulator vesicle-bound %: 33.9; MT stabilizer Hoechst-high %: 3.3; MT stabilizer cytotoxicity %: 5.5; Autophagy HCS cell loss 18 h: 16.2; Myeloid diff MLP GFP+ MAC1+ %: 2.0

Results for CCOC(=O)C1=NN(C(=O)c2ccc(OC)cc2)C(O)(c2ccc(Cl)cc2)C1 (stereo unspecified) ?
WT yeast gro inh: 19.7; Myeloid diff MLP: active; T cell modulator: inactive; Autophagy HCS: inactive; Ins promoter up: -0.62; Hep lipid drop: -17.0; MT stabilizer: 2.1; West Nile antiviral: 0.0%; WT yeast gro inh mutant strain: -30.5; Ins promoter up cell count: 1256; Hep lipid drop cells 6.5 µM: 701; T cell modulator vesicle-bound %: 51.7; MT stabilizer Hoechst-high %: 2.0; MT stabilizer cytotoxicity %: 5.0; Autophagy HCS cell loss 18 h: 6.6; Myeloid diff MLP GFP+ MAC1+ %: 2.5*

Results for O=C(CCC(=O)c1ccc(Br)cc1)Nc1cccc(C(F)(F)F)c1 ?
WT yeast gro inh: 24.7; Myeloid diff MLP: inactive; T cell modulator: inactive; Autophagy HCS: inactive; Ins promoter up: -0.05; b-catenin transl: -2.3; MT stabilizer: 1.5; West Nile antiviral: -0.1%; WT yeast gro inh mutant strain: 18.6; Ins promoter up cell count: 1525; b-catenin transl cell count 5 µM: 1370; T cell modulator vesicle-bound %: 55.7; MT stabilizer Hoechst-high %: 1.8; MT stabilizer cytotoxicity %: 7.4; Autophagy HCS cell loss 18 h: -5.2; Myeloid diff MLP GFP+ MAC1+ %: 0.8

What do the screens show for `CCN(CC)S(=O)(=O)c1ccc(N/N=C/c2ccc(O)cc2O)nc1`?
WT yeast gro inh: -9.3; Myeloid diff MLP: inactive; T cell modulator: inactive; Autophagy HCS: inactive; Ins promoter up: -1.09; Hep lipid drop: 5.0; MT stabilizer: 2.2; West Nile antiviral: inconclusive; WT yeast gro inh mutant strain: -1.1; Ins promoter up cell count: 910; Hep lipid drop cells 6.5 µM: 756; T cell modulator vesicle-bound %: 48.3; MT stabilizer Hoechst-high %: 2.4; MT stabilizer cytotoxicity %: 1.6; Autophagy HCS cell loss 18 h: 6.2; Myeloid diff MLP GFP+ MAC1+ %: 1.2

Results for CC1C/C(=C/c2ccncc2)C(=O)/C(=C/c2ccncc2)C1 (stereo unspecified) ?
WT yeast gro inh: 76.9*; Myeloid diff MLP: inactive; T cell modulator: inactive; Autophagy HCS: inactive; Ins promoter up: inconclusive; Hep lipid drop: -9.6; MT stabilizer: 37.2*; West Nile antiviral: -1.9%; WT yeast gro inh mutant strain: 72.3*; Hep lipid drop cells 6.5 µM: 711; T cell modulator vesicle-bound %: 24.5; MT stabilizer Hoechst-high %: 27.0*; MT stabilizer cytotoxicity %: 21.9*; Autophagy HCS cell loss 18 h: 36.5; Myeloid diff MLP GFP+ MAC1+ %: 0.4

Results for O=C(NC1CCCCC1)N(Cc1cc2cc3c(cc2[nH]c1=O)OCCO3)C1CCCCC1 ?
WT yeast gro inh: 10.0; Myeloid diff MLP: inactive; T cell modulator: inactive; Autophagy HCS: inactive; Ins promoter up: -0.73; Hep lipid drop: -0.8; b-catenin transl: -0.8; MT stabilizer: 2.7; West Nile antiviral: 0.2%; WT yeast gro inh mutant strain: -11.2; Ins promoter up cell count: 814; Hep lipid drop cells 6.5 µM: 781; b-catenin transl cell count 5 µM: 1022; T cell modulator vesicle-bound %: 19.7; MT stabilizer Hoechst-high %: 2.1; MT stabilizer cytotoxicity %: 5.7; Autophagy HCS cell loss 18 h: -2.4; Myeloid diff MLP GFP+ MAC1+ %: 2.4

What do the screens show for `O=S(=O)(c1ccc(NC(=S)NN=C2CCCCC2)cc1)N1CCOCC1`?
WT yeast gro inh: -8.3; Myeloid diff MLP: inactive; T cell modulator: inactive; Autophagy HCS: inactive; Ins promoter up: 0.19; Hep lipid drop: -8.0; b-catenin transl: 3.0; MT stabilizer: 4.0; West Nile antiviral: 0.2%; WT yeast gro inh mutant strain: 13.1; Ins promoter up cell count: 1235; Hep lipid drop cells 6.5 µM: 660; b-catenin transl cell count 5 µM: 977; T cell modulator vesicle-bound %: 32.0; MT stabilizer Hoechst-high %: 3.6; MT stabilizer cytotoxicity %: 4.9; Autophagy HCS cell loss 18 h: -1.1; Myeloid diff MLP GFP+ MAC1+ %: 0.3

High-throughput results from PubChem BioAssay.

The order is random. Share with any hit: about 3.9%.
